# M. tuberculosis GlmU – inhibition of mycobacterial GlmU enzyme – biochemical, glucosamine-1-phosphate acetyltransferase (AID 1376). M. tuberculosis GlmU acetyltransferase enzyme assay; higher % means a stronger effect. inhibition, %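 (tested at 30 µM in the primary screen)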, or IC50 in µM where a hit was titrated. 220,000 tested, 0.25% active; in the data active = inhibition above about 13%;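 also: 0% = complete reaction with vehicle and 100% = reaction without substrate; strong numbers were not always called active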
# Mtb RmlCD inh – inhibitors of Mycobacterium tuberculosis RmlC and RmlD coupled enzymes. P9WH09+P9WH11. RmlC+RmlD coupled enzyme assay, percent inhibition; primary screen in compound mixtures. inhibition, % at 3.6 µM. 160,000 tested, 0.03% active. AID 1533; in the data active = inhibition mostly above about 34%, no sharp cut-off; also: some results filed as inactive read as strong as hits
# Target sequence (P9WH09 whole entry, looked up): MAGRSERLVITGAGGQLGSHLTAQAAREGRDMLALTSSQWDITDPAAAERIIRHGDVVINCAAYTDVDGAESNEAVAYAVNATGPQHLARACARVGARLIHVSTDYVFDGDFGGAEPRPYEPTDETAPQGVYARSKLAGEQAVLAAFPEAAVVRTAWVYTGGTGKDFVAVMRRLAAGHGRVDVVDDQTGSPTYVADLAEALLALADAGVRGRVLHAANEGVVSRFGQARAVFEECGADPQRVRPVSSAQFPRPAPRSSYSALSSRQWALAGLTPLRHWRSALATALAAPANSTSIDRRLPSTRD
# Target sequence (P9WH11 whole entry, looked up): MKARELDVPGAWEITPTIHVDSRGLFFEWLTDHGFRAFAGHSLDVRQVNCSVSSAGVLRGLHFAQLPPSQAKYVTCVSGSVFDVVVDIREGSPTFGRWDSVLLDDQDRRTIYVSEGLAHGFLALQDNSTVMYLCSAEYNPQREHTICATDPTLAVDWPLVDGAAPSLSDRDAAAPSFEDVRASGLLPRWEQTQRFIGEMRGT
# Numbers without * were called inactive; x = no result given; & = joins results of further samples.
# Start of the data: the first 3 entries, ahead of the listing:
compound | M. tuberculosis GlmU | Mtb RmlCD inh
Cc1cc(C(=O)N/N=C/c2cc(Br)ccc2OC(=O)c2ccccc2Cl)n[nH]1 | 1.5% | -8
COc1cc(/C=C/C(=O)OCC(=O)Nc2cc(S(=O)(=O)N(C)C)ccc2Cl)ccc1O | 2.3% | x
O=C(C1CCCN(Cc2ccccc2Br)C1)N1CCCCC1 (stereo not drawn) | 4.9% | 17

# All compounds of this part, repeating the preview:
compound | M. tuberculosis GlmU | Mtb RmlCD inh
Cc1cc(C(=O)N/N=C/c2cc(Br)ccc2OC(=O)c2ccccc2Cl)n[nH]1 | 1.5% | -8
COc1cc(/C=C/C(=O)OCC(=O)Nc2cc(S(=O)(=O)N(C)C)ccc2Cl)ccc1O | 2.3% | x
O=C(C1CCCN(Cc2ccccc2Br)C1)N1CCCCC1 (stereo not drawn) | 4.9% | 17
O=C1c2ccccc2NC(c2ccco2)N1O (stereo not drawn) | 2.4% | x
CCOC(=O)C1=C(C)N(C)C(C)=C(C(=O)OCC)C1c1ccc(C(=O)OC)cc1 | 3.0% | 2
Cc1ccc(OCCN2C(=O)C(=O)c3cc(C)ccc32)cc1 | -0.3% | -5
Cc1cccc(NC(=O)COC(=O)c2ccc([N+](=O)[O-])o2)c1C | 7.5% | -13
O=C(c1cc2c(=O)n3ccccc3nc2s1)N1CCc2ccccc2C1 | 3.4% | -12
O=C(O)CC(c1cccc2ccccc12)n1cccc1 (stereo not drawn) | 2.0% | x
COc1ccc(S(=O)(=O)N2C3CCC2CC(NC(=O)NC2CCCCC2)C3)cc1 (stereo not drawn) | -6.0% | 14
COC(Cn1cc(C)c(=O)[nH]c1=O)OC | 1.9% | 12
Cc1ccc2c(c1)[nH]c1c(=O)n(CCN3CCNCC3)cnc12 | -1.3% | 7
O=C(NC12CC3CC(CC(C3)C1)C2)c1ccc(COc2ccc(Cl)cc2[N+](=O)[O-])o1 | -1.2% | -4
NCCn1c(-c2ccccc2)cc(C(=O)O)c1-c1ccccc1F | -3.8% | x
O=C(COC(=O)c1ccc(Br)o1)Nc1cccc(S(=O)(=O)N2CCCCCC2)c1 | -0.7% | 15
CCOC(=O)c1c(C)oc2cc(Br)c(OC(C)C(=O)OCC)cc12 (stereo not drawn) | 2.2% | 1
Cn1c(SCC(=O)N2CCN(c3cccc(Cl)c3)CC2)nnc1-c1ccncc1 | -3.1% | x
Cc1[nH]nc2c1C(C1CC=CCC1)C(C#N)=C(N)O2 (stereo not drawn) | 3.1% | 9
COc1ccc(C(C)=O)c(Oc2nc(CN3CCOCC3)nc3scc(-c4cccs4)c23)c1 | 0.9%&6.0% | 9
COC(=O)CSc1nc(-c2ccccc2)nc2ccccc12 | -0.5% | 11
Cc1cccc2c(=O)n3c(nc12)CCCCC3 | -4.9% | x
Cc1nc(CCNS(=O)(=O)c2cccs2)cs1 | 3.2% | -9
CCOC(CNC(=O)Cc1c(C)nc2c(-c3ccccc3)c(C)nn2c1C)OCC | 1.1% | -12
OC(c1ccccc1)(c1ccccc1)C1CCN(C(=S)NC2CCCC2)CC1 | -1.6% | 1
Cn1c(N=Nc2ccccc2)nc2ccccc21 | -2.6% | x
COC(=O)c1ccc(Oc2c(F)c(F)nc(N3CCOCC3)c2F)cc1 | -5.8% | 8
Cc1ccc2[nH]c(=O)c(C(c3nnnn3CC3CCCO3)N3CCOCC3)cc2c1 (stereo not drawn) | -3.1% | 2
CCc1ccc(-c2nc(CS(=O)CC(=O)NCc3cccnc3)c(C)o2)cc1 (stereo not drawn) | 0.3% | -7
CCN(CC)S(=O)(=O)c1cccc(N=Nc2c(O)n(CC)c(=S)n(CC)c2=O)c1 | -7.4% | 13
CCOc1cc(C2c3c(n[nH]c3C)C(=O)N2c2ccc(C)cc2)ccc1O (stereo not drawn) | 3.5% | x

# Whole records as entered above.
# CCOC(=O)C1=C(C)N(C)C(C)=C(C(=O)OCC)C1c1ccc(C(=O)OC)cc1 is listed with M. tuberculosis GlmU: 3.0%; Mtb RmlCD inh: 2
# CCOC(=O)c1c(C)oc2cc(Br)c(OC(C)C(=O)OCC)cc12 (stereo not drawn) is listed with M. tuberculosis GlmU: 2.2%; Mtb RmlCD inh: 1

# The listing continues.
compound | M. tuberculosis GlmU | Mtb RmlCD inh
CN1CCN(C(=O)CNc2ccc(C(F)(F)F)cc2[N+](=O)[O-])CC1 | -5.0% | -7
CCc1ccc(-c2cc(C(=O)NN3CCN(C)CC3)c3ccccc3n2)cc1 | 8.3% | -8
O=C(NCc1n[nH]c(=S)n1-c1ccc(Br)cc1)c1ccc(S(=O)(=O)N2CCOCC2)cc1 | 5.4% | -14
COc1ccc(CCN(Cc2cc3cc(C)c(C)cc3nc2Cl)C(=O)C2CC2)cc1 | 4.5% | 5
CN1CCc2cc(O)cc3c2[C@H]1Cc1ccc(O)c(O)c1-3 | 5.3% | x
COc1ccc(-c2nnc3ccc(SC(C(C)=O)C(C)=O)nn23)cc1OC | -3.5% | x
CCN(CC)CCNC(=O)C1CCCCN1S(=O)(=O)c1cccc([N+](=O)[O-])c1 (stereo not drawn) | 2.1% | -38
CC(C)NC(=O)c1ccc(COCC(F)(F)C(F)F)cc1 | -0.3% | x
CN(C)/C=N/S(=O)(=O)c1ccc(Cl)c(Cl)c1 | -3.0% | 16
O=C(O)c1ccc(S(=O)(=O)NC2CCCc3ccccc32)cc1 (stereo not drawn) | -0.1% | 2
N#Cc1ccc(N=c2ssnc2Cl)cc1 | 18% | 0
O=C(Nc1ncccn1)c1ccc([N+](=O)[O-])cc1 | -9.0% | 0
CN(NC(=O)c1ccc(Cl)cc1)c1cccc(Cl)n1 | -2.3% | 29
CCOc1ccc(CNC(=O)NS(=O)(=O)c2ccc(OC)cc2)cc1 | 2.9% | x
Cn1nnnc1SCC(=O)Nc1ccc2c(c1)OCO2 | -5.1% | 7
O=C(O)C1CSC(c2ccccc2)N1C(=O)c1ccco1 (stereo not drawn) | 1.4% | 5
Cc1ccc(N/N=C2/CCCNC2=O)cc1 | 6.5% | -9
COc1cc(/C=C(/NC(=O)c2ccc(Cl)cc2Cl)C(=O)O)cc(OC)c1OC | -5.0% | 8
Cn1c(N)c(C(=O)COC(=O)C2CCCN2C(=O)c2cccs2)c(=O)n(C)c1=O (stereo not drawn) | -4.6% | 5
O=C(O)c1cc(-c2ccc(N3CCOCC3)cc2)nn1-c1ccc(F)cc1 | 1.1% | 6
Cn1c(SCC(=O)c2ccc3c(c2)OCCO3)nnc1C(F)(F)F | 0.9% | 6
Cc1ccc(C(C(=O)NC2CCCC2)N(Cc2cccs2)C(=O)CNC(=O)c2cccs2)o1 (stereo not drawn) | 2.9% | -5
CC(=O)OCCCNc1cc(Sc2ccc(C)cc2)c2nonc2c1[N+](=O)[O-] | 5.3% | 4
O=C(CCC(=O)N1CCN(c2ccccn2)CC1)Nc1nnc(C(F)(F)F)s1 | -0.1% | 2
CN1c2ccccc2C(C)(C)C12CC(CCl)=NO2 (stereo not drawn) | -5.4% | -4
CN1CCN(C2=Cc3ccccc3Sc3cc(F)ccc32)CC1 | -0.2% | x
CC1(C)Cc2c(c(=S)nc(-c3ccccc3)n2CCCN2CCOCC2)CO1 | 3.2% | 10
CC(=O)c1ccc(NC(=S)NCc2ccc(Cl)cc2Cl)cc1 | -0.3% | -3
COc1ccc(CCn2c(C)cc3c(c2=O)C(c2ccc4c(c2)OCO4)C(C#N)=C(N)O3)cc1OC (stereo not drawn) | 3.8% | 19
Cc1ccccc1Cn1c(=O)c2c(nc3n2CCCN3Cc2ccccc2)n(C)c1=O | 4.2% | x
Cc1ccc(C2C(C#N)=C(N)SC(N)=C2C#N)o1 | 8.4% | x
O=C(NNC(=S)NC(=O)c1cccs1)c1cccnc1 | -1.3% | -9
Cc1ccc(NC(=O)C2Cc3ccccc3CN2C(=O)c2ccccc2)cc1Cl (stereo not drawn) | 2.5% | x
CC(C)OC(=O)CSc1nc2ncccc2[nH]1 | -1.2% | 17
Cc1ccc(C(O)CSc2nnc(-c3ccc4ccccc4c3)n2C)cc1 (stereo not drawn) | -1.5% | 35
COc1cc(CNCc2ccc(OC)c(OC)c2OC)cc(OC)c1 | -6.1% | -8
CCCc1cc(C(=O)Nc2ccccc2C(=O)OC)no1 | 3.5% | -4
Cc1ccc(Nc2nnc(SCC(=O)Nc3ccccc3[N+](=O)[O-])s2)cc1 | -0.9% | 9
CCn1cc(C(=O)O)c(=O)c2cc(F)c(N3CCN(C(=S)NC(=O)c4ccc(F)cc4)CC3)cc21 | -4.3% | -7
CCOC(=O)c1c(NC(=O)c2ccco2)sc(C(=O)N2CCCC2)c1C | -1.1% | x
CCC(NC(=O)NCc1ccccc1)(C(F)(F)F)C(F)(F)F | -3.6% | 17
COCCn1c(=NC(=O)CSC(C)=O)sc2cc(F)ccc21 | 6.5% | -1
CCN(CC)c1ccc(-n2c(C)cc(C=O)c2C)cc1 | -4.9% | -6
CC(=O)O/N=C(\N)c1ccc(-c2csnn2)cc1 | -4.7% | -11
COCCn1c(=O)[nH]c2cc(C(=O)NCCc3ccc(OC)c(OC)c3)ccc2c1=O | 2.3% | -3
COc1ccc2oc(C)c(C(=O)Cn3ccnc3)c2c1 | -3.1% | -11
O=C(Nc1ccccc1)Nc1ccc2ocnc2c1 | 1.7% | -11
Cc1cc(NC(=O)CSc2ccccc2)no1 | -0.4% | 7
CCOc1cc(/C=C2\SC(=N)N(c3nccs3)C2=O)ccc1OCCN1CCOCC1 | 5.8% | 4
COCCNC(=S)Nc1ccccn1 | -0.8% | x
Cc1cc(NS(=O)(=O)c2ccc(NC(=O)CSc3nc4sc(C(=O)O)c(C)c4c(=O)[nH]3)cc2)no1 | -3.4% | -14
CCNC(=O)NC(=O)C(C)Sc1ccc2c(c1)OCCO2 (stereo not drawn) | 1.3% | x
CC(NC(=O)CCc1nnc(C2CCCCC2)o1)c1ccc(F)cc1 (stereo not drawn) | -0.1% | -10
CCN1CCC2(CCN(Cc3cn[nH]c3-c3ccc(OC)c(F)c3)C2)C1 (stereo not drawn) | -4.0% | -13
CCOc1ccc2[nH]c(=O)c(C(c3nnnn3CCOC)N3CCOCC3)cc2c1 (stereo not drawn) | -1.4% | 6
CC(=O)COC(=O)CNC(=O)c1ccc(Br)cc1 | -3.3% | -7
COc1ccc(OCCCC(=O)Nc2cccc(C(C)=O)c2)cc1 | 0.8% | 23
COc1ccccc1Oc1ncnc2sccc12 | 7.7% | 4
COc1ccc(CNC(=O)Nc2ccc([N+](=O)[O-])cc2)cc1 | -7.5% | x
COC(=O)c1ccc(C(=O)OCc2nc3cc4ccccc4cc3[nH]2)cc1 | 1.0% | x

# Later entries
compound | M. tuberculosis GlmU | Mtb RmlCD inh
CCOC(=O)COc1ccc(S(=O)(=O)NCc2ccco2)cc1 | -4.7% | 0
Cc1noc(C)c1CN(C(=S)NC1CC2CCC1C2)c1ccccc1 (stereo not drawn) | 4.2% | 1
CC1(C)Cc2cccc(OCC(=O)N3CCN(c4ccccc4)CC3)c2O1 | 1.4% | -8
CCOC(=O)c1cnc2ccc(OCC)cc2c1N1CCN(c2ccccc2OC)CC1 | -2.1% | x
CC(=O)c1cccc(S(=O)(=O)N2CCN(c3ccccc3F)CC2)c1 | -1.7% | 6
c1ccc(-n2nnnc2NC2CCCCC2)cc1 | 2.9% | 13
C=CCC1CCCCC12NC(=O)N(c1ccccc1)N2 (stereo not drawn) | 0.1% | -8
CCOC(=O)c1c(NC(=O)c2ccco2)sc2c1CCCC2 | 2.7% | 6
CC1=C(C(=O)Nc2ccccc2)C(c2ccc(C)o2)n2ncnc2N1 (stereo not drawn) | 2.0% | 8
Cc1ccc(NC(=O)Nc2ccccc2C(=O)NCc2ccccc2)cc1 | 7.6% | -5
O=C(Nc1cccc(F)c1)c1ccc2c(c1)OCO2 | -1.0% | 0
COc1ccc(-c2cnc3nc(/N=C/N(C)C)nn3c2/N=C/N(C)C)cc1 | -7.0% | -6
CCCCCc1cc(=O)oc2c(C(CCN3CCN(c4ccccc4)CC3)c3ccc4c(c3)OCO4)c(OC)cc(OC)c12 (stereo not drawn) | 1.0% | x
O=C(Cc1nc2ccccc2s1)c1ccc(O)cc1O | 7.9% | x
COc1cc(NC(=O)c2nccnc2N)cc(C(=O)Nc2cccc(C(F)(F)F)c2)c1 | 1.4% | x
c1ccc2c(c1)nc(CN1CCOCC1)n1c3ccccc3nc21 | 0.0% | 2
Cc1cc2cc(CNC(=O)c3cccs3)ccc2n1C | 3.0% | x
Cc1cc2cc(C)c3nnc(SCC(=O)NCc4ccco4)n3c2cc1C | 0.8% | x
C/C(=N\Nc1nc2ccc(Cl)cc2o1)c1ccccc1 | -0.4% | 79
CCn1ccc(-c2ccccc2)c(C#N)c1=O | 6.8% | 4
O=C(c1ccc([N+](=O)[O-])cc1)N1CCCC1 | 4.0% | -11
O=C(N/N=C/C(Cl)=C/c1ccccc1)c1cnccn1 | -2.8% | x
COc1ccc(-c2c([C@H]3[C@@H]4C=CCC[C@@]4(C)C(=O)N3Cc3ccccc3)ccc3ccccc23)cc1OC | 2.9% | x
c1ccc(CNc2nnnn2-c2ccccc2)cc1 | 5.1% | -12
O=C(Nc1ccc(F)cc1)c1cnc(-c2ccccc2)nc1-c1ccccc1 | 6.3% | -1
COc1ccc(C2=CC3=C(Br)C(=O)C(C)(OC(=O)C4CCCC4)C(=O)C3=CO2)cc1 (stereo not drawn) | 9.9% | x
COc1cccc(C(=O)Nc2ccc(NC(=O)C3CC3)cn2)c1 | -5.5% | x

# Two entries picked at random from the list so far, as already listed:
compound | M. tuberculosis GlmU | Mtb RmlCD inh
CCOC(=O)c1c(C)oc2cc(Br)c(OC(C)C(=O)OCC)cc12 (stereo not drawn) | 2.2% | 1
Cc1ccc(C(C(=O)NC2CCCC2)N(Cc2cccs2)C(=O)CNC(=O)c2cccs2)o1 (stereo not drawn) | 2.9% | -5

# Some of the compounds tested; count on the stated rates, not on these rows.
